Screens deposited in PubChem by Sanford-Burnham Center for Chemical Genomics.
TIM10 inh: inhibits growth of TIM10 yeast strain; S. cerevisiae TIM10 strain growth, BacTiter-Glo luminescence, 24 h; inhibition, % at 10 µM; 330,000 compounds, 1.4% hits;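 active = inhibition of 40% or more at the single tested concentration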;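 also: wild-type TIM10 isogenic control strain grown at permissive 25 °C; 0% = DMSO yeast wells and 100% = minimal medium wells without yeast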
UPR XBP1 act: activators of adaptive arm of unfolded protein response (XBP1); CHO-XBP1 luciferase reporter, IRE1-XBP1 UPR activation, luminescence; percent of tunicamycin response, DMSO as zero; activation, % at 20 µM; 330,000 compounds, 0.33% hits; AID 463104;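 active = versus positive control, 20 µM dose yields 30% or more activation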;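 also: 100% = tunicamycin at 10 µg/mL and 0% = DMSO only wells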
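Signal: luciferase luminescence; Assay system: CHO-XBP1 luciferase reporter cells; Amount: one thousand reporter cells per well; Dosing: 20 µM single concentration, DMSO 1%; Benchmarks: high control tunicamycin 10 µg/mL final, low control DMSO vehicle only; Schedule: 6 h compound exposure at 37 °C, 5% CO2; Evaluation: percent activation relative to tunicamycin reference.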
tim10-1 inh: tim10-1 yeast growth inhibition; 330,000 compounds, 2.2% hits; inhibition, % at 20 µM; S. cerevisiae tim10-1 ts strain growth, BacTiter-Glo, 24 h;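 active = inhibition of at least 40%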;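 also: mutant grown at 25 °C; 0% = DMSO wells with yeast and 100% = wells holding no yeast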
tim23-1 inh: growth inhibitors of tim23-1 mutant yeast; AID 463212; inhibition, % at 20 µM; 330,000 compounds, 1.3% hits; S. cerevisiae tim23-1 growth, BacTiter-Glo luminescence, 24 h;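 active = growth inhibition of the mutant yeast at or above 50%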;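 also: temperature-sensitive mutant grown at 25 °C; plate controls were DMSO-treated mutant yeast for no effect and medium wells lacking yeast for full effect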
CHOP UPR activ: activators of apoptotic arm of unfolded protein response (CHOP) | AID 449763 | CHO-CHOP luciferase reporter, UPR activation, luminescence; percent of tunicamycin response over DMSO baseline | activation, % at 10 µM | 330,000 compounds, 0.34% hits;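 active = at 10 µM dose, activation of 40% or more, normalized to positive control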;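 also: 100% = tunicamycin at 10 µg/mL and 0% = DMSO alone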
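Test system: CHO CHOP reporter cells. Input: 500 CHO-CHOP cells per well. Medium: F12 with 10% FBS. Technique: luciferase luminescence. Measure: percent activation relative to tunicamycin control. Dosing: 10 µM compound, 0.5% DMSO. Timing: 16-18 h cell attachment, then 6 h compound exposure, 37 °C.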
CXCR6 inh: CXCR6 (human) receptor inhibition; AID 602244; inhibition, % at 20 µM; 360,000 compounds, 0.36% hits; CHO-K1 PathHunter CXCR6 beta-arrestin, luminescence; in the data active = inhibition above about 34%, passing the limit was not always enough;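 also: antagonist mode with CXCL16 agonist at 10 nM final; 0% = 10 nM CXCL16 with DMSO and 100% = unstimulated wells without agonist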
Mdm2-MdmX inh: disrupts the human Mdm2-MdmX interaction. 330,000 compounds, 3% hits. SaOS-2 split-luciferase Mdm2/MdmX complementation, luminescence. O15151+Q00987. AID 485346. inhibition, % at 8 µM;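 active = inhibition of at least 50% at 8 µM in the primary screen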
Target sequence (O15151 whole entry, looked up): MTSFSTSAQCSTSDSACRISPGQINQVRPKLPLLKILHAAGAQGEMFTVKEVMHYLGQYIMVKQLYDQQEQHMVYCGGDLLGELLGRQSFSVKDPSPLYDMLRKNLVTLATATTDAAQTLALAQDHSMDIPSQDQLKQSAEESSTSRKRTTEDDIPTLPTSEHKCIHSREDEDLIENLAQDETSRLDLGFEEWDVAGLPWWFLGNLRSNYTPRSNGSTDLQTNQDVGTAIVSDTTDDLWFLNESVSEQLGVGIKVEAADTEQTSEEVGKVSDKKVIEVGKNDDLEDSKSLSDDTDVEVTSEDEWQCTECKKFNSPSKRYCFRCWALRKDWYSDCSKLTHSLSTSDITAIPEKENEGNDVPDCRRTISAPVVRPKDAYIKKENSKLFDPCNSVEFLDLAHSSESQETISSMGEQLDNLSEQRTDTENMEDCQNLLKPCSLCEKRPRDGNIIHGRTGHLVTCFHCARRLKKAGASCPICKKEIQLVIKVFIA
Target sequence (Q00987 whole entry, looked up): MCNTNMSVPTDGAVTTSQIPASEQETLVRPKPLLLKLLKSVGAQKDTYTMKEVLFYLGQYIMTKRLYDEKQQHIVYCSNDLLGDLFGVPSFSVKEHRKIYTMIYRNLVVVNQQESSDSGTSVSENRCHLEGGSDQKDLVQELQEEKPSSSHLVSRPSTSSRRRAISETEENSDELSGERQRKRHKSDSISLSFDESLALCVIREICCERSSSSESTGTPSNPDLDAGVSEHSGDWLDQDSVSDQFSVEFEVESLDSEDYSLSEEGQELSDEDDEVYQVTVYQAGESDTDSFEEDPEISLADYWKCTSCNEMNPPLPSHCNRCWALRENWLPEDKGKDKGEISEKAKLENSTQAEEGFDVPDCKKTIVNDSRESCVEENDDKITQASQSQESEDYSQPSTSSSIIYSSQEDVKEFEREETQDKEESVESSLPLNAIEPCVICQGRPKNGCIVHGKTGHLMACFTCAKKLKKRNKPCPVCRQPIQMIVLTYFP
APJ ag: APJ receptor agonism; 330,000 compounds, 0.11% hits; activation, % at 20 µM; P35414; CHO-K1 APJ PathHunter beta-arrestin, luminescence; 0% DMSO wells, 100% apelin;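 active = activation more than six SD over the plate average, tested at 20 µM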;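 also: 0% = DMSO alone and 100% = apelin-13 at 10 nM; some results filed as inactive read as strong as hits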
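Material: engineered CHO-K1 APJ arrestin reporter cells; amount: 1000 CHO-K1 reporter cells seeded per well; incubation: compound stimulation 90 min at 25 °C, detection 60 min; signal: luminescent beta-gal fragment complementation, chemiluminescent substrate; read-out basis: APJ agonist activity; controls: DMSO-only wells as negative, 10 nM Apelin-13 as positive control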
APJ antagonist: APJ receptor antagonism. inhibition, % at 20 µM. CHO-K1 APJ beta-arrestin complementation, luminescence. P35414. 330,000 compounds, 0.32% hits. AID 2521;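 active = inhibition above about 40% at 20 µM, limit read from the data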;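 also: cells challenged with 10 nM apelin-13 agonist together with compound; plate controls were apelin-13 plus DMSO wells for no effect and DMSO wells lacking apelin-13 for full effect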
Numbers without * were called inactive; · = not tested or not shown.

Start of the data: the first two compounds (preview)
SMILES | TIM10 inh | UPR XBP1 act | tim10-1 inh | tim23-1 inh | CHOP UPR activ | CXCR6 inh | Mdm2-MdmX inh | APJ ag | APJ antagonist
O=C(Nc1ccc(S(=O)(=O)N2CCOCC2)cc1)c1ccc(Cl)s1 | 41* | -2 | 36 | 33 | -1.0 | -1 | 2 | 0 | 18
CC1=CC(C)C2C(=O)N(CCC[N+](C)(C)C)C(=O)C2C1 (stereo not drawn) | -11 | -3 | 12 | 15 | 1.2 | -7 | 3 | 3 | -4

The whole of this part, from the first entry:
SMILES | TIM10 inh | UPR XBP1 act | tim10-1 inh | tim23-1 inh | CHOP UPR activ | CXCR6 inh | Mdm2-MdmX inh | APJ ag | APJ antagonist
O=C(Nc1ccc(S(=O)(=O)N2CCOCC2)cc1)c1ccc(Cl)s1 | 41* | -2 | 36 | 33 | -1.0 | -1 | 2 | 0 | 18
CC1=CC(C)C2C(=O)N(CCC[N+](C)(C)C)C(=O)C2C1 (stereo not drawn) | -11 | -3 | 12 | 15 | 1.2 | -7 | 3 | 3 | -4
Cc1cccc2cc3c(N)c(C(=O)N4CCOCC4)sc3nc12 | 16 | -1 | 42* | 36 | 3.2 | 7 | -108 | -11 | 51*
NC(=O)C1CC(=O)N(c2ccc(OCc3c(Cl)cccc3Cl)cc2)C1 (stereo not drawn) | -2 | 1 | 18 | 22 | -3.1 | -1 | 15 | 2 | -15
CC1(c2ccccc2Br)NC(=O)N(CC(=O)N2CCc3ccccc3C2)C1=O (stereo not drawn) | 5 | 3 | 0 | 1 | -0.2 | 4 | 5 | -3 | 8
CC(C)(C)c1ccc(S(=O)(=O)CCc2ccccn2)cc1 | 10 | -2 | 10 | 26 | 7.5 | -4 | -53 | -4 | 6
COc1ccc(C(=O)N2CCC(C(=O)Nc3ccc4c(c3)OCCO4)CC2)cc1 | 11 | -4 | 13 | 8 | -2.3 | -1 | 31 | -1 | 16
CCS(=O)(=O)c1nc(S(=O)(=O)c2ccc(Cl)cc2)c(N2CCC(C(N)=O)CC2)s1 | 2 | -6 | -4 | 2 | 2.6 | 3 | 8 | 2 | 15
O=C(c1ccc2c(c1)[nH]c(=S)n1c3ccccc3nc21)N1CCN(c2ncccn2)CC1 | -15 | 24 | 11 | -16 | 23 | 3 | 15 | 2 | -12
Cn1c(CCN2CCN(c3ccccn3)CC2)nc2cc(NC(=O)COc3ccc([N+](=O)[O-])cc3)ccc21 | -5 | 3 | 16 | 12 | 2.1 | 6 | 24 | 3 | -4
CC(C)NC(=O)N1CCN(c2ccncc2S(=O)(=O)N2CCOCC2)CC1 | -4 | -5 | -9 | -17 | 0.0 | -3 | 14 | -1 | 8
CCOc1ccc(S(=O)(=O)N2CCOCC2)cc1NC(=O)CN1C(=O)NC2(CCCCC2)C1=O | 5 | 0 | -1 | -9 | -0.1 | -6 | 18 | -3 | 7
Cc1ccc(OCC(=O)N/N=C2/SCC(=O)N2Cc2ccco2)cc1 | -2 | 6 | -8 | 5 | -0.6 | 5 | -8 | -4 | -7
CCN(CC(=O)NCc1ccc(Cl)cc1)C(=O)CCc1ccccc1 | 7 | -2 | 11 | 17 | -0.9 | -2 | 33 | -5 | 2
COc1cccc(OC)c1C(=O)Nc1nnc(-c2ccc(F)cc2)s1 | -14 | -1 | -5 | 13 | 1.8 | 2 | 22 | -2 | 6
Cc1ccc(NC(=O)C2CCCCC2C(=O)O)cc1Cl (stereo not drawn) | 5 | 1 | 4 | -9 | 0.9 | 5 | 8 | -4 | 8
Cc1cc(Cl)ccc1OCC(=O)NC(=S)Nc1ccccc1N1CCOCC1 | 4 | 3 | 7 | -3 | -0.9 | -5 | 23 | -2 | 0
CCC(=O)c1cn(CC(=O)NCc2cccnc2)c2ccccc12 | -3 | -1 | -8 | -17 | -1.0 | -7 | 10 | 3 | -6
O=c1c(-c2ccc(F)cc2)coc2cc(O)ccc12 | 34 | 2 | 35 | 46 | 3.5 | 6 | -47 | 3 | -11
COc1cc(-c2noc(C)c2C(=O)NCc2ccc(C)o2)cc(OC)c1OC | -3 | 2 | -16 | -4 | -1.6 | 11 | 29 | 0 | -6
CCC(CC)C(=O)Nc1cc([N+](=O)[O-])ccc1F | -1 | -3 | 16 | 42 | 1.2 | -6 | 11 | 1 | 12
Nn1c(Cc2cccc3ccccc23)nnc1SCC(=O)N1CC(=O)Nc2ccccc21 | 1 | -3 | 3 | -6 | 2.5 | -7 | -1 | -1 | 2
O=C(NNC(=O)c1cc2ccccc2oc1=O)c1ccccc1[N+](=O)[O-] | 14 | -3 | 2 | 6 | 2.6 | 4 | 3 | 2 | -3
COc1nc2ccccc2nc1OC | 9 | -4 | -1 | 1 | -0.5 | 4 | 14 | 2 | 10
Cc1nn(CCCC(=O)NC2CCC(C)CC2)c(=O)c2nn(-c3ccccc3)c(C)c12 (stereo not drawn) | 9 | -2 | 20 | 14 | 1.2 | 1 | 24 | -1 | 9

Next part:
SMILES | TIM10 inh | UPR XBP1 act | tim10-1 inh | tim23-1 inh | CHOP UPR activ | CXCR6 inh | Mdm2-MdmX inh | APJ ag | APJ antagonist
CNc1nc(N)c([N+](=O)[O-])c(NCC2CCCO2)n1 (stereo not drawn) | 6 | 5 | -3 | 7 | 1.8 | -8 | 11 | 1 | 9
CC1Cc2ccccc2N1C(=O)NC1CC(=O)N(c2ccc3c(c2)OCCO3)C1 (stereo not drawn) | 9 | -1 | -3 | 12 | 1.2 | -1 | 16 | -4 | -7
Cc1ccc(S(=O)(=O)c2nc(N3CCOCC3)sc2Cl)cc1 | 10 | 0 | 15 | 12 | -1.8 | 10 | 17 | 2 | 15
C=CCn1c(=N)c(C(=O)NCCCOC)cc2c(=O)n3cccc(C)c3nc21 | 4 | -3 | -3 | -7 | 0.8 | 10 | 19 | -3 | 7
CC1CCN(C(=O)c2ccc(NS(=O)(=O)c3cccs3)cc2)CC1 | 12 | -1 | -10 | 3 | 2.1 | 11 | -11 | -4 | 7
O=C(CN1CCN(C2CCCCC2)CC1)Nc1ccc(Br)cc1 | -16 | 1 | -10 | 11 | -0.9 | -5 | 2 | -4 | -6
COc1ccc(S(=O)(=O)N(C)C[C@H]2Oc3c(NC(=O)NC(C)C)cccc3C(=O)N([C@H](C)CO)C[C@@H]2C)cc1 | 7 | -1 | -14 | -1 | -0.1 | 2 | 5 | -3 | -2
COc1cccc(-c2nnn(CC(=O)N(CC(C)C)C3CCS(=O)(=O)C3)n2)c1 (stereo not drawn) | 8 | -1 | -6 | -11 | 0.7 | 11 | 10 | 2 | 14
COc1ccc(CCC(C)NCc2ccc(Cl)c(Cl)c2)cc1 (stereo not drawn) | -10 | -4 | -28 | -4 | -2.6 | -1 | -14 | -2 | 14
COc1cc2[nH]c(=O)n(CCC(=O)N3CC=C(c4ccccc4)CC3)c(=O)c2cc1OC | -4 | -2 | -3 | 7 | -1.2 | 0 | 18 | -6 | 4
Cc1ccc(N(C)S(=O)(=O)c2cccc(C(=O)N3CCN(Cc4ccccc4)CC3)c2)cc1 | 16 | -2 | -5 | 19 | 0.9 | -7 | 11 | -1 | 3
COc1ccccc1NC(=O)CC12CC3CC(CC(Br)(C3)C1)C2 | 1 | -2 | 15 | 18 | -1.6 | -12 | -13 | 3 | -9
CCOC(=O)N1CCN(C(=O)c2ccc(CSc3ccc(Cl)cc3)cc2)CC1 | 34 | -4 | 45* | 38 | -0.9 | -9 | 20 | -1 | 7
O=C(NCc1cccs1)C1CCN(S(=O)(=O)c2cccc([N+](=O)[O-])c2)CC1 | 13 | -2 | -18 | -3 | -1.9 | -9 | 3 | 1 | -26
Cc1ccccc1NC(=O)Cc1nc(COC(=O)C(C)C)cs1 | 5 | -3 | 13 | 21 | -1.9 | 9 | 19 | -6 | -9
Cc1ccc2oc3nc(C)c(C(=O)O)cc3c(=O)c2c1 | 5 | -1 | 23 | 11 | 3.3 | -4 | 13 | -3 | 4
Cc1ccc(CC(=O)N2CCN(c3ccccn3)CC2)cc1 | 15 | 1 | 8 | 2 | 2.7 | -1 | -12 | -5 | -16
COc1cc2c(cc1OC)C(C)N(C(=O)/C=C/c1cc(OC)c(OC)c(OC)c1)CC2 (stereo not drawn) | 7 | -3 | -4 | 4 | -0.3 | 2 | 7 | 2 | 16
O=C(Nc1ccc2c(c1)OCCO2)c1cnc2n(c1=O)CCS2 | 7 | 0 | 4 | -11 | 3.1 | 3 | -68 | -2 | -43
CSc1nsc(SCC(=O)Nc2ccccc2C(N)=O)n1 | 13 | -4 | -6 | 2 | 1.2 | -2 | 14 | 0 | 13
O=C(NCCCNC(=O)c1ccccc1)c1ccccc1 | 8 | -1 | 18 | -10 | -2.3 | -10 | 6 | 0 | 21
Cc1ccc(C)c(NC(=O)C2(C)CC3c4ccccc4C2c2ccccc23)c1 (stereo not drawn) | 2 | 4 | 7 | 2 | -1.1 | 10 | -5 | -1 | 12
C/C(=N\NC(=O)c1ccccc1F)c1cccc(NC(=O)c2ccccc2)c1 | 0 | -3 | 5 | 6 | 2.1 | 2 | 5 | -3 | 5
CC(=O)c1ccc(N(C(=O)c2ccco2)C(C(=O)NC2CCCC2)c2cccs2)cc1 (stereo not drawn) | -1 | 7 | 19 | 18 | 2.6 | 6 | -28 | -4 | 10
CCCCc1nc2ccccc2n1CC(=O)NN | 0 | -3 | -8 | 4 | 0.8 | -6 | 11 | -5 | 15

Next compounds.
SMILES | TIM10 inh | UPR XBP1 act | tim10-1 inh | tim23-1 inh | CHOP UPR activ | CXCR6 inh | Mdm2-MdmX inh | APJ ag | APJ antagonist
Cc1[nH]c(=O)c(C#N)c(C)c1CCC(=O)NCc1ccc(Cl)cc1 | 1 | 1 | 13 | 3 | -1.8 | -1 | -5 | -4 | -10
COc1ccccc1/C=N/NC(=O)c1ccc(NC(=O)c2cccc([N+](=O)[O-])c2)cc1 | -15 | -4 | -15 | -13 | 0.3 | · | -6 | 2 | -10
CCc1ccccc1NC(=O)CCc1nc(-c2cccs2)no1 | 13 | 0 | 30 | 14 | -0.8 | -5 | 5 | -3 | 16
COC(=O)c1ccc(CS(=O)(=O)c2ccccc2C)o1 | -11 | -1 | 16 | 6 | -1.1 | 1 | 7 | -3 | 4
CNC(=O)N(C1=NCC(C)(C)S1)c1ccc(F)c(Cl)c1 | 16 | 1 | 38 | 34 | -1.9 | -1 | 55* | -1 | 11
CC1Cc2ccccc2N1C(=O)C1CCCCN1S(=O)(=O)c1ccccc1 (stereo not drawn) | 5 | -2 | 35 | 25 | 0.5 | 10 | -15 | 1 | -2
Cc1nc([N+](=O)[O-])cn1CC(=O)c1ccc(OC(F)(F)F)cc1 | -12 | -4 | -1 | 15 | 1.3 | -6 | -15 | -3 | -17
COCCCC1CCN(C(=O)C2CCC(=O)N(C3CCCC3)C2)CC1 (stereo not drawn) | -4 | -4 | -6 | 3 | -1.8 | 7 | 5 | -2 | -7
CCOC1(OCC)C(c2ccc(Cl)cc2)C(C#N)(C#N)C1(OCC)OCC (stereo not drawn) | 7 | -3 | 47* | 30 | -1.8 | 1 | 39 | -10 | 11

The list is partial; count on the stated rates, not on these rows.
